# NCI-60 one-dose screen, 48 h, at 10 µM unless noted. Numbers give growth in % (100 = growth as untreated, 0 = no growth, -100 = all killed).
# LOX IMVI: LOX IMVI melanoma; hit rate 7.4% among 79,000; AID 1794757
# SK-MEL-2: SK-MEL-2 melanoma | hit rate 4.7% among 77,000
# MDA-MB-231: MDA-MB-231 breast cancer; hit rate 5% among 81,000
# MCF7: MCF7 breast cancer. hit rate 6.3% among 82,000. AID 1794796
# T-47D: T-47D breast cancer. hit rate 5% among 79,000. AID 1794792
# MALME-3M: MALME-3M melanoma. hit rate 5.8% among 78,000
# BT-549: BT-549 breast cancer; hit rate 4.4% among 78,000; AID 1794793
# HS 578T: HS 578T breast cancer; hit rate 4.1% among 78,000; AID 1794788
# * hit, by the source's call; . = no result given; & = joins results of further samples. The calls were made as follows: active = growth percent below 10; inactive = the rest. A portion of the library. The share of hits here may be higher or lower than overall.
# Start of the listing, in advance, 2 compounds:
nr	Compound	LOX IMVI	SK-MEL-2	MDA-MB-231	MCF7
1	N#Cc1cc([N+](=O)[O-])cc([N+](=O)[O-])c1	97	97	115	87
2	CC(C)NC(=O)N(CCCCBr)N=O	99	.	93	94

nr	T-47D	MALME-3M	BT-549	HS 578T
1	102	120	91	115
2	91	89	96	108

# Main list, repeating the preview:
nr	Compound	LOX IMVI	SK-MEL-2	MDA-MB-231	MCF7
1	N#Cc1cc([N+](=O)[O-])cc([N+](=O)[O-])c1	97	97	115	87
2	CC(C)NC(=O)N(CCCCBr)N=O	99	.	93	94
3	COC(=O)CCN(CCC(=O)OC)CCN1CC1	99	106	111	102
4	CC(CN(C)C)c1[nH]nc2ccccc12 (stereo not given)	98	107	110	94
5	Cc1cn(C2CC(N=[N+]=[N-])C(COP(=O)(O)O)O2)c(=O)[nH]c1=O (stereo not given)	93	99	98	105
6	C[Se]CCCN1C(=O)[C@@H]2[C@H](C1=O)[C@@H]1C=C[C@H]2C1	98	105	111	96
7	CC(C)OC(=O)Nc1ccccc1	96	97	103	94
8	O=C1CC2OCC=C3C[N+]4(SS(=O)(=O)[O-])CCC56c7ccccc7N1C5C2C3CC64 (stereo not given)	107	95	113	93
9	O=[As](O)(O)c1ccccc1Cl	69	113	81	79
10	O=C(O)COc1ccccc1	98	101	102	94
11	Nc1cc([N+](=O)[O-])cc([N+](=O)[O-])c1	106	113	99	114
12	O=Cc1ccc(S(=O)(=O)F)cc1	99	97	112	98
13	COC(=O)[C@@H](C)C[C@H](Cc1ccccc1)NC(=O)c1csc([C@@H](C[C@H](C(C)C)N(C)C(=O)C2(NC(=O)[C@H]3CCCCN3C)CC2)OC(C)=O)n1	3.0*	34	13	19
14	CCN(CCOS(=O)(=O)O)C1c2ccccc2-c2ccccc21	98	100	97	94
15	CC(NCCO)C(O)c1ccccc1 (stereo not given)	98	108	100	97

nr	T-47D	MALME-3M	BT-549	HS 578T
1	102	120	91	115
2	91	89	96	108
3	109	100	110	102
4	101	111	104	102
5	108	141	93	92
6	98	105	122	105
7	88	98	98	92
8	104	94	103	98
9	59	106	79	82
10	103	98	112	88
11	109	.	99	101
12	101	110	108	97
13	52	73	13	12
14	88	93	.	105
15	102	158	98	122

# Next section.
nr	Compound	LOX IMVI	SK-MEL-2	MDA-MB-231	MCF7
16	O=C(CC(C(=O)c1ccccc1)N1CC1)c1ccccc1 (stereo not given)	93	98	100	79
17	CCOc1ccc2nccc([C@@H](O)[C@@H]3C[C@@H]4CCN3C[C@@H]4CC)c2c1	92	89	89	84
18	CCC1(CC)COP(=S)(SCCOC(=O)c2ccccc2)OC1	103	88	101	107
19	CC1(C)COP(=O)(c2ccccc2)N1 (stereo not given)	98	119	.	97
20	CCOC(=O)N1CC1	93	105	99	102
21	C/C(N)=N\c1n[nH]c(NN)n1	73	109	107	103
22	COc1ccc(NC(=O)N2CC2)cc1	98	112	124	110
23	O=[N+]([O-])CC(O)CCl (stereo not given)	109	101	110	105
24	C[C@]12CCc3nc(NCCCN4CCOCC4)sc3C1=CC[C@@H]1[C@@H]2CC[C@]2(C)C(=O)CC[C@@H]12	98	95	113	81
25	COc1ccc(C2C=C(C)Oc3c2c(=O)oc2ccccc32)cc1OC (stereo not given)	100	111	144	95
26	O=[N+]([O-])c1ccc(CCl)cc1	101	117	122	100
27	COc1ccc(NC2=NCCN2)cc1	106	87	112	97
28	Cc1cc(C)nc(C)c1	99	117	105	99
29	CC(=O)O[C@H](C[C@H](C(C)C)N(C)C(=O)[C@H](C)NC(=O)[C@H]1CCCCN1C)c1nc(C(=O)N[C@@H](Cc2ccccc2)C[C@H](C)C(=O)O)cs1	77	78	99	.
30	O=C(O)CCCOc1cc(Cl)c(Cl)cc1Cl	89	110	111	91

nr	T-47D	MALME-3M	BT-549	HS 578T
16	101	95	99	100
17	90	97	90	.
18	99	93	111	110
19	.	96	115	106
20	114	108	109	112
21	115	103	115	108
22	98	117	91	.
23	124	104	106	102
24	94	82	79	102
25	97	99	89	90
26	93	98	109	112
27	114	103	95	106
28	.	74	90	96
29	101	87	84	84
30	104	99	97	113

# (continued)
nr	Compound	LOX IMVI	SK-MEL-2	MDA-MB-231	MCF7
31	Clc1cccc(NC2OOC3(OOC2Nc2cccc(Cl)c2)C2CC4CC(C2)CC3C4)c1 (stereo not given)	103	103	94	86
32	C=C=[CH][Sn]([c]1ccccc1)([c]1ccccc1)[c]1ccccc1	-77*	-31*	-53*	-52*
33	CCCCCCCCOP(=O)(N1CC1)N1CC1	99	111	108	100
34	C/C(=C\c1ccn(-c2ccc(N)cc2F)n1)[C@@H]1C[C@@H]2O[C@]2(C)CCC[C@H](C)[C@H](O)[C@@H](C)C(=O)C(C)(C)[C@@H](O)CC(=O)O1	27	13	21	17
35	O=C(CCN1CC1)NCO	90	111	92	109
36	COCc1c(CO)cnc(C)c1O	96	100	101	96
37	COC(=O)C1=C(Nc2ccc(F)c(Cl)c2)C(=O)OC12C(=O)Nc1ccccc12 (stereo not given)	90	101	102	92
38	Nc1noc(N)n1	98	89	97	93
39	O=NN(CCF)C(=O)NC1CCC(=O)NC1=O (stereo not given)	97	.	117	99
40	COc1ccc(-n2c(Sc3nnc(N)s3)nc3cc(OC)c(OC)cc3c2=O)cc1	102	115	109	104
41	COC12C(COC(N)=O)C3=C(C(=O)C(C)=C(N)C3=O)N1CC1C2N1C (stereo not given)	28	91	94	28
42	CN1C2CCCC1CC(=O)NC2 (stereo not given)	103	112	106	95
43	CC(/C=N/N=C(N)N)=N/N=C(N)N	89	15	102	98
44	CC(C)COC(=O)Cc1ccccc1	101	113	120	106
45	COC(=O)C1C(O)C(C)C(O)C(C)/C=C\C=C(C)C(=O)Nc2c(C)c(OC(C)=O)c3c(c2O)C(=O)C(C)=C2OCOC(=C23)C(C)=CC(C)(O)C(O)C(C)C1O (stereo not given)	79	96	89	94

nr	T-47D	MALME-3M	BT-549	HS 578T
31	71	117	95	89
32	-37*	-37*	-35*	27
33	92	108	100	.
34	36	31	20	-1.5*
35	103	115	109	113
36	101	96	109	84
37	101	102	94	96
38	86	94	110	98
39	92	93	103	119
40	98	.	103	101
41	53	31	60	67
42	111	104	107	96
43	60	.	.	89
44	.	94	108	102
45	100	98	121	82

# Continuation:
nr	Compound	LOX IMVI	SK-MEL-2	MDA-MB-231	MCF7
46	COC(=O)[C@@H](C)C[C@H](Cc1ccccc1)NC(=O)c1csc([C@@H](C[C@H](C(C)C)N(C)C(=O)[C@@H](NC(=O)[C@H]2CCCCN2C)C(C(F)(F)F)C(F)(F)F)OC(C)=O)n1	13	35	6.7*	12
47	CC1(C)N=C(N)N=C(N)N1c1ccc(OCC(=O)Nc2ccc(S(=O)(=O)F)cc2)cc1	88	120	118	76
48	CCC1CN(c2ccccc2)CCN1 (stereo not given)	122	103	97	97
49	NC(=Nc1ccccc1)N[N+](=O)[O-]	103	127	115	100
50	CC[C@]12C=CCN3CC[C@@]4(c5ccc(OC)cc5N(C)[C@H]4[C@@](O)(C(=O)OC)[C@@H]1OC(=O)CCC[P+](C1CCCCC1)(C1CCCCC1)C1CCCCC1)[C@@H]32	-96*	-85*	-91*	-72*
51	O=C1CNC(c2ccccc2)c2cc(Cl)ccc2N1 (stereo not given)	96	95	95	98
52	O=C(NCCCN1CC1)Nc1cccc2ccccc12	78&96	98&97	105&94	78&82
53	C[C@]12CC[C@H]3[C@@H](CC4SC(N)=NC45C/C(=N/NC(N)=O)CC[C@]35C)[C@@H]1CCC2=O (stereo not given in full)	-68*	.	35	-56*
54	N#CC(C#N)=Cc1cccc(Cl)c1	96	106	106	97
55	CC(C)CC1(CCc2ccccc2)C(=O)NC(=O)NC1=O	96	106	97	98
56	CC1=C(COCCOC(=O)c2ccc(S(=O)(=O)F)cc2)C2=C(C)C3(CC3)[C@@](C)(O)C(=O)C2=C1	-63*	-99*	-27*	11
57	CC(=O)[C@@]1(O)CC[C@H]2[C@@H]3CCC4=C(Cl)C(=O)CC[C@]4(C)[C@H]3CC[C@@]21C	86	117	91	72
58	N#Cc1cnccn1	97	122	97	100
59	COC12CC3C4=CCOC5CC(=O)N6c7ccccc7C1(CCN2C4)C6C53 (stereo not given)	97	108	106	95
60	C#CC1(O)CCC2C3CCC4=CC(=O)CCC4(C)C3CCC21C (stereo not given)	92	106	96	123

nr	T-47D	MALME-3M	BT-549	HS 578T
46	60	66	-22*	18
47	97	95	73	101
48	102	111	75	118
49	97	103	89	98
50	-1.8*	-96*	-97*	-33*
51	88	91	122	109
52	86	104&76	105&90	106&96
53	-21*	3.1*	107	36
54	94	104	97	98
55	93	95	105	106
56	-13*	-78*	-83*	-13*
57	99	100	79	108
58	111	109	108	106
59	103	112	96	117
60	94	88	101	104

# Further entries follow:
nr	Compound	LOX IMVI	SK-MEL-2	MDA-MB-231	MCF7
61	CN(C)C(=O)Oc1cc(Cl)c(Cl)cc1Cl	105	104	101	96
62	O=C1CCC(=O)N1SC(Cl)(Cl)Cl	108	97	113	97
63	CCC[Se]C(=O)c1ccc(C(=O)[Se]CCC)s1	.	-24*	.	-35*
64	CNCC(Cl)Cl	109	102	118	95
65	CC(=O)N(N=O)c1ccc(Br)cc1	97	113	99	101
66	COc1ccc(C=O)cc1	94	114	111	97
67	CC(C)(c1ccc(O)c(Cl)c1)c1ccc(O)c(Cl)c1	97	.	87	112
68	CCC(Cl)CN(Cc1ccccc1)Cc1ccccc1 (stereo not given)	96	102	103	93
69	O=S(=O)(c1ccc(Cl)cc1)C(Cl)(Cl)Cl	35	25	42	24
70	COc1ccc(/C(C)=N\OC(=O)N(C)C)c(OC)c1	98	93	106	93
71	CC[C@@]1(O)C[C@H](OC2CC(N(C)C)C(O)C(C)O2)c2c(cc3c(c2O)C(=O)c2c(O)ccc(O)c2C3=O)[C@H]1C(=O)OC (stereo not given in full)	-85*	-57*	-71*	-40*
72	CC[C@]12C=CCN3CC[C@@]4(c5ccc(OC)cc5N(C)[C@H]4[C@@](O)(C(=O)OC)[C@@H]1OC(=O)CCCC[P+](c1ccc(C)cc1)(c1ccc(C)cc1)c1ccc(C)cc1)[C@@H]32	-95*	-87*	-97*	-81*
73	N#Cc1ccc(N)cc1	103	.	126	98
74	COc1ccc2c(c1)C(c1ccc(N(CCCl)CCCl)cc1)=NCC2	73	58	71	63
75	COc1ccc(C2C3C=CC(C3)C2C(=O)O)cc1 (stereo not given)	97	96	108	106

nr	T-47D	MALME-3M	BT-549	HS 578T
61	106	104	97	99
62	118	118	104	.
63	30	-82*	-86*	.
64	97	106	107	96
65	92	98	107	79
66	95	87	107	101
67	82	102	90	69
68	87	107	.	105
69	11	9.3*	34	56
70	102	103	90	125
71	-42*	-87*	-80*	.
72	-65*	-96*	-97*	-70*
73	94	109	.	93
74	54	.	86	90
75	109	102	112	121

# Some of the entries above in a different format.
entry | structure | LOX IMVI | SK-MEL-2 | MDA-MB-231 | MCF7 | T-47D | MALME-3M | BT-549 | HS 578T
62 | O=C1CCC(=O)N1SC(Cl)(Cl)Cl | 108 | 97 | 113 | 97 | 118 | 118 | 104 | .
63 | CCC[Se]C(=O)c1ccc(C(=O)[Se]CCC)s1 | . | -24* | . | -35* | 30 | -82* | -86* | .
64 | CNCC(Cl)Cl | 109 | 102 | 118 | 95 | 97 | 106 | 107 | 96
65 | CC(=O)N(N=O)c1ccc(Br)cc1 | 97 | 113 | 99 | 101 | 92 | 98 | 107 | 79
66 | COc1ccc(C=O)cc1 | 94 | 114 | 111 | 97 | 95 | 87 | 107 | 101
67 | CC(C)(c1ccc(O)c(Cl)c1)c1ccc(O)c(Cl)c1 | 97 | . | 87 | 112 | 82 | 102 | 90 | 69
68 | CCC(Cl)CN(Cc1ccccc1)Cc1ccccc1 (stereo not given) | 96 | 102 | 103 | 93 | 87 | 107 | . | 105
69 | O=S(=O)(c1ccc(Cl)cc1)C(Cl)(Cl)Cl | 35 | 25 | 42 | 24 | 11 | 9.3* | 34 | 56
70 | COc1ccc(/C(C)=N\OC(=O)N(C)C)c(OC)c1 | 98 | 93 | 106 | 93 | 102 | 103 | 90 | 125
71 | CC[C@@]1(O)C[C@H](OC2CC(N(C)C)C(O)C(C)O2)c2c(cc3c(c2O)C(=O)c2c(O)ccc(O)c2C3=O)[C@H]1C(=O)OC (stereo not given in full) | -85* | -57* | -71* | -40* | -42* | -87* | -80* | .
72 | CC[C@]12C=CCN3CC[C@@]4(c5ccc(OC)cc5N(C)[C@H]4[C@@](O)(C(=O)OC)[C@@H]1OC(=O)CCCC[P+](c1ccc(C)cc1)(c1ccc(C)cc1)c1ccc(C)cc1)[C@@H]32 | -95* | -87* | -97* | -81* | -65* | -96* | -97* | -70*
73 | N#Cc1ccc(N)cc1 | 103 | . | 126 | 98 | 94 | 109 | . | 93
74 | COc1ccc2c(c1)C(c1ccc(N(CCCl)CCCl)cc1)=NCC2 | 73 | 58 | 71 | 63 | 54 | . | 86 | 90
75 | COc1ccc(C2C3C=CC(C3)C2C(=O)O)cc1 (stereo not given) | 97 | 96 | 108 | 106 | 109 | 102 | 112 | 121

# Next results:
nr	Compound	LOX IMVI	SK-MEL-2	MDA-MB-231	MCF7
76	CC(=O)OC1CCC2C3C(C)CC4=CC(=O)CCC4(C)C3CCC12C (stereo not given)	108	98	116	108
77	CNC(=O)Oc1cccc(OC)c1	100	90	93	101
78	CC(C)(O)/C=C/C(=O)[C@](C)(O)[C@H]1[C@H](O)C[C@@]2(C)[C@@H]3CC=C4[C@@H](C=C(O)C(=O)C4(C)C)[C@]3(C)C(=O)C[C@]12C	-60*	-44*	-25*	2.3*
79	O=C1NC(=O)C(O)(C2(O)C(=O)NC(=O)NC2=O)C(=O)N1	92	77	91	138
80	NNC(=O)C1C2c3ccccc3C(c3ccccc32)C1C(=O)O (stereo not given)	102	119	117	97
81	O=[N+]([O-])c1ccc(C(Br)Br)cc1	90	.	89	81

nr	T-47D	MALME-3M	BT-549	HS 578T
76	108	116	101	16
77	108	115	103	109
78	-15*	-66*	-60*	-17*
79	101	58	.	99
80	107	104	113	.
81	82	89	.	97

# Bioassay records from PubChem BioAssay.
